Assay outcomes (PubChem BioAssay)
697 NFkB inh: inhibitors of PMA/ionomycin-induced NF-kB reporter, 697 cells, primary screen, B-cell NF-kB inhibitor project, cell-based, luminescence, uHTS | inhibition, % at 4 µM | 330,000 compounds, 0.33% hits | AID 435022, 2010 | 697 B-cell NF-kB luciferase reporter, 16 h; in the data active = inhibition above about 35%
SENP8 inh: SENP8 protease inhibitors, primary screen, biochemical, luminescence | Sentrin-specific protease 8 (Homo sapiens), Q96LD8 | purified SENP8, Z-RLRGG-aminoluciferin cleavage | inhibition, % at 10 µM | 330,000 compounds, 1.2% hits
Target sequence (Q96LD8 whole entry, looked up): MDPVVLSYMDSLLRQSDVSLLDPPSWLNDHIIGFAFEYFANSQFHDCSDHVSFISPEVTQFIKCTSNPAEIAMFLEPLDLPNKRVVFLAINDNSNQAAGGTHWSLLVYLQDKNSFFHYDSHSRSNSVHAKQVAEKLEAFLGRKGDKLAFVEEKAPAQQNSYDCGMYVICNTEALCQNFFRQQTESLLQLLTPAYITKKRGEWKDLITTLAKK
Gli-Sufu antag: Gli-Sufu pathway antagonists, primary screen, luciferase luminescence, Sufu-KO-LIGHT cells, uHTS; Sufu-KO-LIGHT fibroblasts, Gli luciferase reporter luminescence; inhibition, % at 5 µM; 340,000 compounds, 0.74% hits; AID 588413, 2011;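 active = inhibition above about 55%, limit read from the data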;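 also: 0% = DMSO-treated cells and 100% = wells with medium but no cells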
UBC13 polyUb: UBC13 polyubiquitin chain formation inhibitors, primary screen, biochemical, TR-FRET, uHTS | 330,000 compounds, 0.47% hits | inhibition, % at 20 µM | AID 485273, 2010 | Ubiquitin-conjugating enzyme E2 N (Homo sapiens), P61088; in the data active = inhibition above about 45%, passing the limit was not always enough
Target sequence (P61088 whole entry, looked up): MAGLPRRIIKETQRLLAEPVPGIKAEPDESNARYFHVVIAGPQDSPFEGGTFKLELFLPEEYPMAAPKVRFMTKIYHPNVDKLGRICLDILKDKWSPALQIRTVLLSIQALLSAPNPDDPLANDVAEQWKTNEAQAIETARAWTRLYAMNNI
Jurkat NFkB inh: inhibitors of induced NF-kB luciferase reporter, primary screen, TCR NF-kB activation inhibitor project, cell-based, luminescence, uHTS | inhibition, % at 4 µM | 330,000 compounds, 0.53% hits | Jurkat, PMA/ionomycin-induced NF-kB luciferase reporter
Apaf-1 inh: inhibitors of human Apaf-1 apoptosome, primary screen, biochemical, DEVD-Rh110 fluorescence, uHTS; 330,000 compounds, 0.71% hits; AID 489030, 2010; inhibition, % at 20 µM; reconstituted apoptosome caspase-3 activity; active = inhibition of at least 40% at 20 µM;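 also: plate controls were DMSO wells for no effect and DEVD-CHO caspase inhibitor wells for full effect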
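System – cell-free apoptosome with Apaf-1, procaspase-3 and caspase-9 · Buffer or medium – pH 7.5 Hepes buffer with CHAPS, BSA, DTT · Also added – cytochrome c with DEVD-Rh110 · Times – 30 min compound preincubation, 50 min activation, room temperature · Technique – Rh110 fluorescence intensity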
HKDC1 inhibitor: HKDC1 hexokinase inhibitors, primary screen, biochemical, fluorescence, uHTS; Q2TB90; recombinant HKDC1, G6PDH/diaphorase resazurin coupled fluorescence; inhibition, % at 20 µM; 340,000 compounds, 0.16% hits; AID 493160, 2011;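 active = inhibition above about 35% when tested at 20 µM, limit read from the data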;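 also: plate controls were DMSO wells with enzyme for no effect and DMSO wells lacking enzyme for full effect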
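test system = in-house recombinant HK5 (HKDC1) enzyme | amount = HKDC1 at 5 µg/mL | control set = DMSO-enzyme wells negative, buffer-substituted wells positive | compound = one dose of 20 µM, 1% DMSO | schedule = reaction time 90 min, room temperature, protected from light | technique = resorufin fluorescence at 613 nm | reagent = glucose with 1 mM ATP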
SENP7 block: SENP7 protease inhibitors, primary screen, biochemical, luminescence, uHTS; Sentrin-specific protease 7 (Homo sapiens), Q9BQF6; recombinant SENP7, Z-RLRGG-aminoluciferin luminescence, 40 min; inhibition, % at 5 µM; 330,000 compounds, 1.5% hits; AID 434973, 2010;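 active = inhibition above about 50% at the single test dose, limit read from the data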;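 also: plate controls were DMSO with enzyme for no effect and no enzyme buffer wells for full effect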
Target sequence (Q9BQF6 706-1050 limits assumed): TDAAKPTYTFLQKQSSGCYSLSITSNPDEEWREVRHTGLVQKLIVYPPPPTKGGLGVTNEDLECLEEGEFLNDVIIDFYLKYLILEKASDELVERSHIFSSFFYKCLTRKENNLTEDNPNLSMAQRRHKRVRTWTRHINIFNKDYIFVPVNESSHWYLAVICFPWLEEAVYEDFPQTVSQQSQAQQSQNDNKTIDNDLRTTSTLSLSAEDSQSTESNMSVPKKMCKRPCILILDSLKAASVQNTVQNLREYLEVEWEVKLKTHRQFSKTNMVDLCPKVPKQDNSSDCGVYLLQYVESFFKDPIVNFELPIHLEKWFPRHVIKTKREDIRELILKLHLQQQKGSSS
The depositor's hits bear a star. Rule as the data show it, unless noted: active = inhibition above about 50%; inactive = the rest.

SMILES	697 NFkB inh	SENP8 inh	Gli-Sufu antag	UBC13 polyUb	Jurkat NFkB inh	Apaf-1 inh	HKDC1 inhibitor	SENP7 block
O=C(CN1CCCCCC1)NN(Cc1ccccc1)c1ccccc1	16	-4	4	6	16	-12	-1	-3
COc1ccc(Br)c(C(=O)OCC(=O)NC2CC2)c1	3	-2	-2	6	4	-10	-7	0
O=C(O)c1ccccc1-c1ccccc1C(=O)NCCc1ccccc1	13	0	0	-3	-8	-3	0	0
CCC1CN(C(=O)NCc2ccc(C)cc2)c2ccccc2O1 (configuration not stated)	-6	-11	2	4	-9	13	4	7
Cc1ccccc1OCC(=O)NCC(=O)OCC(=O)c1ccc([N+](=O)[O-])cc1	16	-2	7	-4	-13	9	-1	9
O=S(=O)(NCCN1CCOCC1)c1ccc(Cl)c(Cl)c1	-4	0	6	7	-14	3	-2	-7
CCC(C)NC(=O)CS(=O)Cc1nc(-c2ccccc2C)oc1C (configuration not stated)	9	-4	9	-7	11	-4	-2	0
OCCC1CN(C/C=C/c2ccco2)CCN1Cc1ccccc1 (configuration not stated)	-27	11	22	-4	1	-7	-1	0
CCOC(=O)Cc1csc(NC(=O)CSc2nc(C)cc(=O)[nH]2)n1	7	2	0	18	4	-1	6	8
CN1C(=O)/C(=C/c2ccccc2OCc2cccc(F)c2)N(C)C1=S	-18	-3	11	1	2	21	3	2
CS(=O)(=O)N(CC(=O)N1CCN(Cc2ccccc2)CC1)c1cccc([N+](=O)[O-])c1	13	3	9	-1	4	-3	-4	11
COc1cc2c(cc1OC)CN(C(=S)Nc1cccc(Cl)c1C)CC2	11	2	7	-1	-5	3	-1	2
Cc1cc(N2CCOCC2)c2c(N)c(Br)cc(C)c2n1	-12	4	-7	-12	25	4	-2	3
Cc1ccc(S(=O)(=O)N2CCC(C(=O)OCC(=O)NCCc3ccccc3)CC2)cc1C	27	12	-4	8	11	18	0	-12
CN(CC(=O)Nc1ccc(Cl)c(C(F)(F)F)c1)CC(=O)NC1CCCCC1	0	2	-3	9	4	14	1	-4
COCCn1nnnc1C(c1cccs1)N1CCN(c2nc3ccccc3s2)CC1 (configuration not stated)	7	-10	2	5	-12	12	-8	7
Cc1nn(-c2ncc(C(F)(F)F)cc2Cl)c(=O)n1-c1ccc(F)cc1	14	0	-7	14	7	-9	-1	2
N=c1oc2ccc([N+](=O)[O-])cc2cc1C(=O)NCc1ccccc1	2	-10	4	-14	-4	6	1	-12
Cc1ccc(C(C)NC(=O)C23CC4CC(CC(C4)C2)C3)cc1 (configuration not stated)	-12	-5	43	-4	-8	11	1	-9
Cc1ccc(/C=C(\C#N)C(=O)NCc2ccco2)o1	0	-5	-10	-5	5	0	-12	-8
O=C(CCS(=O)(=O)c1ccccc1)Nc1ccccc1-c1nc2ccccc2s1	-11	3	-2	19	-10	12	-5	0
Cc1ccc(NC(=O)CCNS(=O)(=O)c2ccc3c(c2)CCC(=O)N3)cc1F	0	-7	39	-6	-3	11	2	-9
COc1ccc(Cc2nnc(NC(=O)CSc3ccc(C)cc3)s2)cc1	-10	-9	-2	-9	3	15	-11	-4
Cc1csc(=O)n1CC(=O)OCC(=O)NCc1ccc(F)cc1	5	1	-8	3	-8	-4	2	8
O=C(O)c1ccccc1C(=O)NC1CCCCNC1=O (configuration not stated)	2	-6	6	0	-11	-9	0	-1
COCC(=O)N(Cc1cc2cc(OC)ccc2[nH]c1=O)c1ccc(C)cc1	-30	-6	7	-10	-6	15	3	0
CCOC(=O)c1c(NC(=O)CSc2nnc(-c3cccnc3)o2)sc(C(C)=O)c1C	-45	-1	4	-13	-13	8	7	-2
CCN(C(=O)c1cc(Cl)ccc1OC)C1CCCCC1	-1	-6	8	-9	-4	15	1	-6
CC(C)(C)C1CCc2c(sc3nc(SCC(=O)O)nc(N)c23)C1 (configuration not stated)	16	-1	5	2	-3	1	9	-2
CN(C)S(=O)(=O)N1CCN(CC(O)COc2ccc3cc(Br)ccc3c2)CC1 (configuration not stated)	-11	-8	14	22	1	13	-2	4

One compound at a time, from the list above:
`Cc1ccc(C(C)NC(=O)C23CC4CC(CC(C4)C2)C3)cc1` (configuration not stated) reads 697 NFkB inh = -12; SENP8 inh = -5; Gli-Sufu antag = 43; UBC13 polyUb = -4; Jurkat NFkB inh = -8; Apaf-1 inh = 11; HKDC1 inhibitor = 1; SENP7 block = -9
`Cc1ccc(/C=C(\C#N)C(=O)NCc2ccco2)o1` reads 697 NFkB inh = 0; SENP8 inh = -5; Gli-Sufu antag = -10; UBC13 polyUb = -5; Jurkat NFkB inh = 5; Apaf-1 inh = 0; HKDC1 inhibitor = -12; SENP7 block = -8

The list continues.
SMILES	697 NFkB inh	SENP8 inh	Gli-Sufu antag	UBC13 polyUb	Jurkat NFkB inh	Apaf-1 inh	HKDC1 inhibitor	SENP7 block
COc1ccc(Br)cc1C1CC(=O)C(C)C(c2cc(Br)ccc2OC)N1 (configuration not stated)	5	-11	14	-14	-15	9	3	-7
COCCCNc1nc2nonc2nc1N1CCN(Cc2cccc(C)c2)CC1	4	-3	12	-4	8	-8	0	11
CCOCCCn1c(SCC(=O)Nc2cc(OC)ccc2OC)nc2ccccc2c1=O	-2	2	10	25	10	4	0	4
CCn1nc(C)c(C2C(C#N)=C(N)OC3=C2C(=O)CCC3)c1C (configuration not stated)	-1	-12	4	-7	-7	5	-14	-7
COC1OC(COC(=O)CNC(=O)OC(C)(C)C)C(O)C(O)C1O (configuration not stated)	3	-2	-3	2	6	-2	-7	10
Cc1cc(C)cc(NC(=O)N2C3CCCC2CC(NC(=O)C2CC2)C3)c1 (configuration not stated)	18	1	0	3	-13	1	-5	10
O=C(CN1CCOCC1)OCCCC1CCCCC1	-1	-1	-5	6	6	-4	1	1
CCN(C(=O)CN1C(=O)/C(=C/c2ccc(F)cc2)SC1=S)C1CCS(=O)(=O)C1 (configuration not stated)	9	0	2	-8	-1	5	2	5
Cc1cc(C(=O)Nc2ccc(F)cc2C)n(-c2ccccc2)n1	0	-11	6	2	-19	0	-9	-7
O=C(O)COc1ccc(Cl)cc1CO	-3	-9	-10	-1	-8	-4	3	-10
COc1cccc(OC)c1C(=O)OCC(=O)N1CC(C)CC(C)C1 (configuration not stated)	3	-3	-9	-1	4	-4	-3	6
COc1cc(Cl)ccc1OCc1cc(C(=O)N(C)Cc2cccc3cnccc23)no1	-54	0	4	8	-52	18	2	-2
O=Cc1ccc2noc(-c3ccc(F)cc3)c2c1	-59	1	-26	-6	-6	13	13	11
O=[N+]([O-])c1cc(S(=O)(=O)N2CCCCC2)ccc1NCCCN1CCOCC1	4	7	1	-20	5	-19	-7	-9
Cc1ccc(C)c(S(=O)(=O)N2CCN(C(C)C(=O)Nc3ccccc3-c3ccccc3)CC2)c1 (configuration not stated)	-7	1	16	14	16	11	10	3
Cc1cc(C)cc(OC(=O)CCN2C(=O)C3C4C=CC(C5CC45)C3C2=O)c1 (configuration not stated)	-12	2	15	8	-8	-3	-2	-6
CCN(CC)CC(=O)Nc1ccc(-c2nc3cc(NC(=O)CN(CC)CC)ccc3o2)cc1	-21	-2	-20	13	-55	-16	1	-1
CCC(C)[C@H](NC(=O)Nc1ccc2c(c1)OCCO2)C(=O)O (some centres not stated)	13	-6	-9	6	6	-19	-13	-3
Cc1ccc(-c2nn(CCC(=O)NCC3CCCO3)c(=O)c3ccccc23)cc1 (configuration not stated)	13	8	-5	1	6	-1	-6	4
O=C(Nc1ccc(N2CCCCC2)cc1)C1CCCN1S(=O)(=O)c1ccc(F)cc1 (configuration not stated)	8	7	-16	-1	-10	2	-1	9
CC1CCN(CCCCOc2ccc(Br)cc2)CC1	0	-1	8	5	4	-11	7	1
CC1(C)CC(=O)N(c2cccc(Cl)c2)C(=O)C1	23	1	10	1	13	1	-4	3
Cc1cc(C)cc(NC(=O)NCc2nnc(SCc3ccccc3)n2C)c1	9	-4	-6	-2	2	12	1	7
CC(=O)C1CCCN(C(=O)c2ccc3oc(CCc4ccccc4)nc3c2)C1 (configuration not stated)	-91	-8	-35	2	-33	11	-8	-4
Cc1cccc(C(=O)N2CCCC(c3nc(-c4ccc(C)o4)no3)C2)c1 (configuration not stated)	-21	-7	-31	1	-37	7	-6	0
O=C(Nc1cccc(C(F)(F)F)c1)C12CC3CC(CC(C3)C1)C2	-40	-1	8	-4	-12	-9	-11	7
Cc1ccc(N2CC(C)Cn3c2nc2c3c(=O)[nH]c(=O)n2C)cc1 (configuration not stated)	3	-4	12	1	27	3	-1	6
CCN1C(=O)[C@H]2[C@@H](c3ccc(-c4ccccc4)cc3)N3CCCC[C@@]3(C(=O)OC)[C@H]2C1=O	-3	5	-28	4	-4	19	4	-3
NC(=O)c1oc2ccccc2c1NC(=O)c1nc2ccccc2s1	-81	-4	-21	-2	-110	-11	4	4
Nc1nonc1-c1nc2ccccc2n1CC(=O)N1CCN(c2ccc(F)cc2)CC1	-30	-6	10	-16	2	14	-2	-4

Sorted by value in SENP7 block (descending): seven of the compounds above
| smiles | SENP7 block |
| --- | --- |
| CS(=O)(=O)N(CC(=O)N1CCN(Cc2ccccc2)CC1)c1cccc([N+](=O)[O-])c1 | 11 |
| COC1OC(COC(=O)CNC(=O)OC(C)(C)C)C(O)C(O)C1O (configuration not stated) | 10 |
| Cc1ccccc1OCC(=O)NCC(=O)OCC(=O)c1ccc([N+](=O)[O-])cc1 | 9 |
| COc1cccc(OC)c1C(=O)OCC(=O)N1CC(C)CC(C)C1 (configuration not stated) | 6 |
| CN(C)S(=O)(=O)N1CCN(CC(O)COc2ccc3cc(Br)ccc3c2)CC1 (configuration not stated) | 4 |
| CCC(C)[C@H](NC(=O)Nc1ccc2c(c1)OCCO2)C(=O)O (some centres not stated) | -3 |
| O=[N+]([O-])c1cc(S(=O)(=O)N2CCCCC2)ccc1NCCCN1CCOCC1 | -9 |

(continued)
SMILES	697 NFkB inh	SENP8 inh	Gli-Sufu antag	UBC13 polyUb	Jurkat NFkB inh	Apaf-1 inh	HKDC1 inhibitor	SENP7 block
Cc1nn(-c2ccccc2)c(Cl)c1/C=N/O	9	-4	-9	7	6	-9	-8	6
CC(C)Cn1c(C(C)C)nc([N+](=O)[O-])c1S(=O)(=O)c1ccc(F)cc1	-53	-16	-5	-6	-6	3	3	-12
Cc1ccn2c(=O)nc(SCC(=O)Nc3ccc4c(c3)OCCO4)nc2c1	22	-3	-6	-4	0	-2	-1	-4
O=c1c2ccccc2oc2ccc(NCCCN3CCOCC3)cc12	-102	-5	-55	-13	-114	4	1	1
O=c1onc(-c2ccccc2)n1-c1cc(Cl)cc(Cl)c1	5	5	12	3	11	-6	-4	2
O=C(O)CSc1nnc(-c2ccc(Cl)cc2Cl)n1-c1ccc(Cl)cc1	8	9	-17	-2	14	4	0	-9
CCOc1cc2c(cc1/C=C1/NC(=O)N(CC(=O)OC)C1=O)OCO2	20	-1	-2	-3	3	6	-4	7
COC(=O)C1=C2c3[nH]c4ccccc4c3CCN2C(=O)CC1	-7	-16	4	-8	-25	4	-2	15
COc1ccccc1NC(=O)CCCN1C(=O)C2CC=CCC2C1=O (configuration not stated)	5	0	2	2	-14	-3	2	0
COc1ccc(CN2C(=O)NC3(CCCC3)C2=O)cc1F	4	-2	-27	2	5	-1	-2	1
O=C(CC(=O)Nc1cccc(Cl)c1Cl)Nc1cccc(Cl)c1Cl	-10	-2	-1	5	-12	9	-4	0
Cc1c(NS(=O)(=O)c2ccc(N)cc2)c(=O)n(-c2ccccc2)n1C	-57	3	-14	-5	-56	-5	1	0
O=C(CN1C(=O)c2ccccc2S1(=O)=O)N1CCOCC1	9	0	-4	6	8	-15	9	6
CCOCCCN(C(=O)c1snc(C(N)=O)c1N)C(C(=O)NC(C)(C)C)c1ccc(Cl)cc1 (configuration not stated)	4	7	9	-2	-4	-7	-5	1

Rows were taken by chance; any-hit rate near 3.6%.
